# APE1 inh – inhibitors of human APE1 endonuclease | 0.35% of 350,000 active | Potency, µM (highest dose often 65.8 µM), for the others: top-dose activity change, negative = inhibition, usual class: inhibitors | recombinant APE1, TAMRA/BHQ-2 abasic DNA cleavage fluorescence;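 further: plate controls were vehicle for no effect and reference inhibitor for full effect; nearly all actives have a fitted effect of over 55% in size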
#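 Incision of a quenched TAMRA/BHQ-2 THF abasic-site duplex (50 nM) by 0.75 nM APE1, after 15 min compound preincubation, measured as fluorescence increase over three 60 s reads. Values normalized to buffer, DMSO and NSC13755 control wells.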
# POLB inh – inhibitors of human DNA polymerase beta. Potency, µM (highest dose often 114 µM), inactives show at the top dose activity change, negative = inhibition, hits mostly inhibitors. Pol beta primer extension/strand displacement, fluorescence kinetic. P06746. 1.3% of 340,000 active; further: on the % scale 0 is the no-effect control and ±100 the full control effect
#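 Pol beta (10 nM) was preincubated with compound for 15 min at room temperature. The reaction was then started with 50 nM substrate and read immediately and after a further 10 min at room temperature.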
# Pol eta inh – inhibitors of human DNA polymerase eta; Q9Y253; recombinant Pol eta, fluorescent DNA replication assay; Potency, µM (top dose mostly 114 µM), without a hit: at the highest dose activity change, negative = inhibition, most hits filed as inhibitors; 1.2% of 390,000 active; AID 588591; further: on the % scale 0 is the no-effect control and ±100 the full control effect
#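 Pol eta (10 nM) was preincubated with compounds for 15 min at room temperature, after which fluorescent replication substrate (50 nM final) was added to start the reaction. Fluorescence was read kinetically at 0 and 10 min.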
# POLK inh – inhibitors of human DNA polymerase kappa. 0.53% of 400,000 active. purified Pol kappa, fluorescent DNA synthesis assay, 10 min. Potency, µM (series often up to 107 µM), inactives show at the highest dose activity, negative = inhibition, hits mostly inhibitors; further: on the % scale 0 is the no-effect control and ±100 the full control effect
#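 Fluorescent qHTS in 1536-well format: enzyme (10 nM) and compound sat 15 min at room temperature before 50 nM substrate (final) was added. Signal taken at 0 and 10 min; no-enzyme buffer wells were negative controls.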
# BAZ2B inh – BAZ2B (human) inhibition; Q9UIF8; AlphaScreen BAZ2B-H3K14Ac peptide displacement; Potency, µM (top dose mostly 114 µM), inactives show top-dose activity change, negative = inhibition, most hits filed as inhibitors; 4.4% of 360,000 active; AID 504333; further: on the % scale 0 is the no-effect control and ±100 the full control effect; nearly all actives have a fitted effect of over 60% in size
#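 Inhibition is scored as reduced AlphaScreen emission. The BAZ2B/b-H3(5-23)K14Ac complex (50 nM each) in PBS pH 7.4, 0.01% Tween-20 meets compound (up to 110 uM) for 30 min at RT before bead addition.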
# BLM helicase inh – blocks DNA unwinding by human BLM helicase; recombinant BLM DNA unwinding, fluorescence dequenching; Potency, µM (top dose mostly 56.1 µM), for the others: top-dose activity change, negative = inhibition, actives largely listed as inhibitors; 0.2% of 350,000 active; AID 2528;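 further: plate controls were vehicle for no effect and no enzyme for full effect; nearly all actives have a fitted effect of over 35% in size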
# G9a block – blocks human histone lysine methyltransferase G9a | Potency, µM (doses to about 102 µM), for inactives: at the highest dose activity, negative = inhibition, hits mostly inhibitors | G9a H3K9 monomethylation, AlphaScreen, 2 h | AID 504332 | Q96KQ7 | 8.8% of 350,000 active; further: on the % scale 0 is the no-effect control and ±100 the full control effect; nearly all actives have a fitted effect of over 75% in size
# Target sequence (Q96KQ7 913-1193 limits assumed): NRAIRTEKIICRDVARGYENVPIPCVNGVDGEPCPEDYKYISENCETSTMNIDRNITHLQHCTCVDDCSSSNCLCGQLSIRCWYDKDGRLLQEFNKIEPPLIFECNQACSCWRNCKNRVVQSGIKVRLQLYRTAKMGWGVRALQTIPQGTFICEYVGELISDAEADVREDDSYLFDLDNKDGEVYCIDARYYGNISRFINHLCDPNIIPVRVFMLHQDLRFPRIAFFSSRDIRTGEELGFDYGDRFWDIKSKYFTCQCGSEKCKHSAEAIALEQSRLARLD
#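 Signal arises when biotinylated H3K9 peptide, once monomethylated, bridges streptavidin donor and antibody-captured acceptor beads. Enzyme at 20 nM was preincubated 15 min with test compounds; peptide 500 nM and SAM 20 uM then reacted for 2 h.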
# Anesthetic bind – binds horse apoferritin like a general anesthetic. P02791. apoferritin/1-aminoanthracene competitive binding, fluorescence. Potency, µM (series often up to 77.5 µM), without a hit: at the highest dose activity change, negative = displacement, actives largely listed as inhibitors. 0.074% of 350,000 active. AID 485281; further: on the % scale 0 is the no-effect control and ±100 the full control effect; nearly all actives have a fitted effect of over 20% in size
#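 Apoferritin-based anesthetic binding model; compound displacement of fluorescent 1-AMA measured as endpoint fluorescence after 10 minutes at room temperature, scaled to free-ligand and complex controls.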
# Pol iota inh – DNA polymerase iota (human) inhibition; 1% of 390,000 active; Potency, µM (highest dose often 115 µM), for inactives: at the top dose activity, negative = inhibition, hits mostly inhibitors; Pol iota fluorescent replication assay, 10 min; Q9UNA4
# Target sequence (Q9UNA4 whole entry, looked up): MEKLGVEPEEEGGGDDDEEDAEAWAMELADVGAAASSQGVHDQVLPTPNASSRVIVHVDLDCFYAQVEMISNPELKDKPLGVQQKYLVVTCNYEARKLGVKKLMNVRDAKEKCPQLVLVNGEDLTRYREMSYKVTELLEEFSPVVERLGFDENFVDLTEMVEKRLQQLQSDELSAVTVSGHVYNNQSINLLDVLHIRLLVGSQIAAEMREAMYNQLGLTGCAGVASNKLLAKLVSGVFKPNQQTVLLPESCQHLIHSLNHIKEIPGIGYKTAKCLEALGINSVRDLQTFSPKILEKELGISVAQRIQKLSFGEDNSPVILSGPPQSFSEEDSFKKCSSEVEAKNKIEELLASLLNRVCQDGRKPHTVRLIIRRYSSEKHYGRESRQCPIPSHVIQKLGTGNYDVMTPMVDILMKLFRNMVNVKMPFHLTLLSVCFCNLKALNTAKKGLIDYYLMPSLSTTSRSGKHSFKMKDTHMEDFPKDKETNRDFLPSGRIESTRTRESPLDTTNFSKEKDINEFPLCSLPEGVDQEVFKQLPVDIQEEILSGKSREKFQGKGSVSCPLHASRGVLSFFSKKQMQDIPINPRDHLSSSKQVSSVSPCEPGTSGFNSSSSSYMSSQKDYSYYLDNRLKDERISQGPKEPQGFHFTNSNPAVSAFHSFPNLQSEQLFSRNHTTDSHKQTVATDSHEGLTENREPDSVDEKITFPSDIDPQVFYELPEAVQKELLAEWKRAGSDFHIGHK
#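 Pol iota at 10 nM preincubated 15 min with compounds at room temperature; reaction started with fluorescent substrate, 50 nM final. Fluorescence read kinetically at 0 and 10 min; buffer-only wells as negative control.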
# * = called active by the depositor; u = inconclusive; x = no result given; & = joins results of further samples; [ ] = remark or other dose. The call rests on the fitted dose curve; in most records, active means well fitted curve in the direction sought with a large enough effect; inconclusive means small, poorly fitted or top-dose-only effect, or another doubt; inactive means no such curve, though single readings can be large; an effect the other way counts as inactive or inconclusive. Potency means the concentration at half of the fitted maximal effect. The list is partial, so the mix of outcomes need not match the whole.
compound	APE1 inh	POLB inh	Pol eta inh	POLK inh	BAZ2B inh	BLM helicase inh	G9a block	Anesthetic bind	Pol iota inh
O=C(NNC1OC(CO)C(O)C(O)C1O)c1cccc(Br)c1 (stereo unspecified)	-1%	u	-3%	-11%	u	-6%	-4%[59 µM]	-14%	-2%
C=CCN1C=C2C(=O)C(C)(OC(=O)CC)C(=O)C=C2C=C1CCCC (stereo unspecified)	6%[12.4 µM]	17%	-3%	-2%	-13%	-3%[12.4 µM]	2%[59 µM]	-1%	35%[activator]
O=c1c2cc(-c3ccccc3)sc2nc2n1CCC2	2%	-21%	x	x	-8%	-12%	5%[59 µM]	-3%	x
O=C(Nc1ccc2c(c1)OCO2)N1CCN(c2cccc(C(F)(F)F)c2)CC1	-1%	-25%	0%	-8%	0%	-9%	-3%[12.7 µM]	1%	28%
Cc1cccc(C(=O)Nc2ccc3oc(-c4cccc5c(Br)cccc45)nc3c2)c1	x	18%	-15%	4%	6%	-3%	-4%[59 µM]	12%	15%
Cc1ccc(C)c(-c2csc(NC(=O)c3cnccn3)n2)c1	4%	16%	5%	-13%	-24%	-4%	40%[59 µM]	-3%	118%[activator]
Cc1cccc(OCC(=O)Nc2cccc(C(=O)Nc3ccccc3C(=O)O)c2)c1	-1%	0%	-2%	-20%	13%	3%	u	3%	-2%
O=c1c2cc(Br)ccc2nc(-c2ccc([N+](=O)[O-])cc2)n1O	0%	15%	-17%	-6%	-14%	-11%	1%	-2%	28%
COc1ccc(CCNC2CC(=O)N(CCc3ccccc3)C2=O)cc1OC (stereo unspecified)	-5%	1%	-4%	0%	4%	3%	u	-10%	-1%
O=C(COc1cc(Cl)ccc1Cl)Nc1ccc2[nH]c(=O)[nH]c2c1	5%	x	-12%	2%	-5%	x	u	x	22%
CCCCN(C(=O)/C=C/c1ccc(OCC(C)C)c(OCC)c1)c1c(N)n(CCC)c(=O)[nH]c1=O	1%	-21%	-11%	3%	-1%	-6%	11%	-5%	18%
COCCCn1c(SCC(=O)Nc2oc(C)c3c(C)n[nH]c(=O)c23)nc2ccccc2c1=O	12%	x	-17%	1%	-1%	x	50µM*	x	29%
CCOc1ccc(CNC(=O)Cn2ccc3cc(S(=O)(=O)N4CCCCCC4)ccc32)cc1	79%[activator]	16%&12%	-17%&-23%	10%&0%	3%&-5%	-3%&-5%	4%	79%&60%[activator]	-7%&6%
CN(C)C(=O)c1ccc(-c2ccc3ncnc(Nc4ccc(F)cc4)c3c2)cc1	u	x	x	-2%[60.1 µM]	x	-7%	0%[0.501 µM]	x	x
CCOC(=O)c1c(-c2ccc(C)s2)csc1N	13%	2%	-7%	-18%[60.1 µM]	u	9%	u	-23%	u
COc1ccc(CCNC(=O)C2CCN(S(=O)(=O)c3cccc4cccnc34)CC2)cc1OC	32%	u	u	u	u	-8%	9%	-7%	u
COc1cccc(-c2ccc(SCC(=O)NC3CCCCC3)nn2)c1	-4%	u	-14%	-9%	-1%	-3%	26%	u	21%
COc1ccccc1C(=O)COC(=O)Cc1c[nH]c2ccccc12	1%	x	-22%	-5%	-23%	x	u	x	-2%
CCC1=Nc2cc(C(=O)NCCCN3CCOCC3)ccc2Sc2ccc(Br)cc21	41%	5%	-16%	-2%	u	1%	u	-4%	10%
O=C(c1ccc(Br)s1)N(Cc1cccnc1)c1nc2ccc(F)cc2s1	x	16%	-5%	-4%[60.1 µM]	-3%	2%	u	-1%	15%
CCCCN1C(=O)N(C)C2C1N(C)C(=O)N2CCCC (stereo unspecified)	6%	-5%	-9%	-10%	-5%	3%	19%[59 µM]	8%	3%
CCOc1ccc(N2CCc3c(C)nc(SC)nc32)cc1	-3%	23%	-13%	4%	-32%	-7%	-24%	-6%	41%[activator]
c1ccc(CN2CCC(N3CCC(N4CCCCCC4)CC3)CC2)cc1	15%	36%	-14%	-6%	u	-6%	45µM*	2%	124%[activator]
Cc1ccc(-c2c(C)nn3c(N4CCOCC4)cc(C)nc23)cc1	-10%	2%	-6%	-7%	3%	-6%	47%	7%	-11%
O=S(=O)(c1cccc(Br)c1)N1CCN(c2ccnc3cc(Cl)ccc23)CC1	1%	-1%	-29%	-16%	-23%	-6%	3%	-17%	18%
COc1ccc(C(C(=O)NC(C)(C)C)N(Cc2ccc(C)cc2)C(=O)CCC(=O)Nc2cc(C)on2)cc1 (stereo unspecified)	16%	2%	-8%	-3%	u	-10%	x	-22%	u
NC(=O)c1ccc(NC(=O)c2cccc(Oc3ccccc3)c2)cc1	-5%	-14%	-5%	3%	3%	-11%	u	-1%	59%[activator]
CN(C)c1ccc(NC(N)=S)cc1	1%	-19%	-4%	-6%	u	-1%	10µM*	-10%	34%[activator]
CC(C)c1ccc(NC(=S)N2CCN(Cc3ccccc3)CC2)cc1	-5%	19%	-29%	3%	-38%	-6%	u	-9%	6%
CCNS(=O)(=O)c1ccc(NC(=O)c2cncc(Br)c2)cc1	4%	17%	-3%	-7%	8%	-2%	u	-13%	0%
COc1ccc(CCN=C(N)NS(=O)(=O)c2ccc(C)c(C)c2)cc1	0%	-1%	-11%	-8%	5%	-2%	12%	-12%	9%
C(=N\Nc1nc2ccccc2s1)/c1ccc2c(c1)OCO2	6%	2%	-7%	-3%	6%	5%	3%[59 µM]	133%[activator]	59%[activator]
CC1S/C(=N/N=C/c2cccc([N+](=O)[O-])c2)NC1=O (stereo unspecified)	-4%	u	-10%	0%	u	-8%	13µM*	-1%	21%
O=C(c1cc2ccccc2oc1=O)N(c1ccccc1)C1C=CS(=O)(=O)C1 (stereo unspecified)	1%	13%	-11%	-12%	33%[activator]	7%	14%	11%	4%
CCCCCCCC(O)CC(CC1CCCCC1)C(=O)NN (stereo unspecified)	2%	-26%	u	3%	18%	-13%	11%[59 µM]	0%	8%
COc1ccc(NCc2cccn2-c2nnc(N3CCOCC3)s2)cc1OC	x	21%	-14%	3%	-2%[57.1 µM]	5%	u	-2%	32%[activator]
Cc1ccc(C)c(OC(=O)c2ccncc2)c1	-5%	56%	-3%	-10%	39%[activator]	-12%	-11%[59 µM]	6%	-28%
O=C(NC1CC2CCCC(C1)N2Cc1ccc(F)cc1)c1ccc(F)cc1 (stereo unspecified)	5%	39%	-12%	10%	-1%	3%	x	-2%	26%
CCc1ccccc1-n1c(C)nc2cc(C(=O)NCCc3ccc(Cl)cc3)ccc21	x	-13%	-17%	-8%[60.1 µM]	-8%	-8%	-4%[59 µM]	36%[activator]	20%
Cn1c(N)c(C(=O)COC(=O)CC(NC(=O)c2ccccc2Cl)c2ccccc2)c(=O)n(C)c1=O (stereo unspecified)	0%	10%	0%	2%	-10%	-2%	-9%	-11%	53%[activator]

# Compound profiles, as listed above. Screens in order: APE1 inh | POLB inh | Pol eta inh | POLK inh | BAZ2B inh | BLM helicase inh | G9a block | Anesthetic bind | Pol iota inh
# `CCc1ccccc1-n1c(C)nc2cc(C(=O)NCCc3ccc(Cl)cc3)ccc21` across the screens: x | -13% | -17% | -8%[60.1 µM] | -8% | -8% | -4%[59 µM] | 36%[activator] | 20%
# `C(=N\Nc1nc2ccccc2s1)/c1ccc2c(c1)OCO2` across the screens: 6% | 2% | -7% | -3% | 6% | 5% | 3%[59 µM] | 133%[activator] | 59%[activator]
# `CC1S/C(=N/N=C/c2cccc([N+](=O)[O-])c2)NC1=O` (stereo unspecified) across the screens: -4% | u | -10% | 0% | u | -8% | 13µM* | -1% | 21%

# The results go on.
compound	APE1 inh	POLB inh	Pol eta inh	POLK inh	BAZ2B inh	BLM helicase inh	G9a block	Anesthetic bind	Pol iota inh
CC(=O)Nc1nc(CC(C)C)cc(-c2ccccc2)c1C#N	9%	39%	-3%	1%	2%	-2%	x	-1%	12%
Cc1cccc(C2(c3cccc(C)c3)OC(=O)c3ccccc32)c1	-9%	0%	-16%	-13%	13%	-13%	9%[59 µM]	-10%	2%
O=C(O)CC(NC(=S)NCc1ccccc1)C(=O)O (stereo unspecified)	-1%	-2%	-10%	-3%	-16%	2%	u	-12%	3%
Cc1cccc(N(C(=O)c2cnc3n(c2=O)CCS3)C2CCCCC2)c1	-5%	1%	-15%	0%	-1%	5%	11%[59 µM]	3%	u
CCC(Oc1ccccc1)C(=O)NCc1cccnc1 (stereo unspecified)	0%	26%	-6%	-4%	0%	1%	22%[59 µM]	-5%	9%
O=C(CCCN1C(=O)c2cccc3cccc(c23)C1=O)Nc1nccs1	1%	11%	u	5%	-18%	1%	-5%	-3%	1%
CCOc1ccc(S(=O)(=O)n2ccnc2)c2ccccc12	-2%	36%	-5%	9%	-34%	-1%	u	-1%	u
Cc1cccc(NC(=O)CN(C)S(=O)(=O)c2ccc(Cl)cc2)n1	-3%	17%	-9%	-3%	2%	-2%	8%	-14%	27%
CCOC(=O)N1CCc2c(sc3c2c(=O)n(Cc2ccccc2)c(=O)n3CC(=O)Nc2ccc(C)cc2C)C1	x	2%	-16%	3%	-35%	-5%	17%[59 µM]	-4%	18%
O=S(=O)(c1ccc2nnn(OCc3ccccc3)c2c1)N1CCOCC1	24%	x	-4%	-14%	7%	x	u	x	24%
COc1ccc(S(=O)(=O)Nc2ccc(F)cc2F)cc1C(=O)N1CCOCC1	10%	97%	-21%	7%	4%	-2%	-5%	-5%	108%[activator]
CCOC(=O)c1cnc(-n2nc(C)cc2C)nc1Nc1ccc(N(C)C)cc1	30%	12%	1%	-1%	1.8µM*	2%	0.89µM*	-1%	7%
CN1c2ccsc2C(=O)/C(=C\Nc2cccc(C(F)(F)F)c2)S1(=O)=O	1%	4%	-10%	-3%	2%	-1%	-1%	4%	163%[activator]
CCCCc1nn2c(=O)cc(COC(=O)COc3ccc(C)cc3)nc2s1	x	-18%	-9%	-1%	-17%	1%	2%[59 µM]	u	5%
COc1ccc(CSc2nncn2N)cc1[N+](=O)[O-]	3%	1%	u	-1%	-8%	2%	11%[59 µM]	0%	23%
Cc1ccc(S(=O)(=O)N[C@@H](CO)C(=O)N[C@@H](Cc2ccc(O)cc2)C(=O)O)cc1	29%	-3%	-19%	-15%	-12%	-2%	-24%	-4%	13%
Cc1ccc(C(=O)c2oc3ccccc3c2NC(=O)COc2ccc(Cl)c(C)c2)cc1	x	-1%	-5%	-24%	1%	-1%	8%[59 µM]	1%	28%
